# KinaseGlo FLuc = counter-screen: inhibitors of Kinase-Glo firefly luciferase; Q27757; Kinase-Glo luciferase, ATP luminescence, 8 min; Potency, µM (highest dose often 38.3 µM), for the others: at the highest dose activity change, negative = inhibition, usual class: inhibitors; 200,000 tested, 0.28% active; AID 1379; also: potency is read from the fitted curve at half-maximal effect; % is scaled to controls: 0 for no effect and ±100 for the full control effect; nearly all actives have a fitted effect of over 60% in size
#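 Recombinant Kinase-Glo luciferase, 10 uM ATP (linear range), luciferin; imidazole pH 7.2 / KCl / MgCl2 / Tween / BSA buffer; 8 min RT; luminescence.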
# IMPase Li inh = membrane-permeable IMPase blocker, potentiated with lithium. CHO-M1 cells, IP1 TR-FRET (IP-One), carbachol + lithium. Potency, µM (titrated, usually from 59.4 µM), for the others: top-dose activity, negative = IMPase inhibition, usual class: inhibitors. 210,000 tested, 0.35% active;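 also: IP1 builds up when IMPase is blocked and the TR-FRET signal falls; potency is read from the fitted curve at half-maximal effect; plate controls were basal vehicle for no effect and high inhibitor control for full effect; nearly all actives have a fitted effect of over 50% in size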
#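 IP1 accumulation measured by competitive TR-FRET in lysed CHO-M1 cells after 30 min compound exposure at 37C, with a small lithium addition to potentiate weak responses. Hill-equation AC50 from ratio and donor-channel data.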
# Lamin A splicing = changes lamin A minigene splicing in HeLa cells; 200,000 tested, 0.01% active; HeLa LMNA splicing GFP/RFP minigene ratio, 48 h; Potency, µM (doses to about 46.1 µM), inactives show at the highest dose ratio change, negative = inhibition, usual class: inhibitors; active = well fitted inhibition curve with a large enough effect in the signal ratio, with a control signal flat, not every such curve was filed as active; inconclusive = small, poorly fitted or top-dose-only effect, or effect the other way, or a change in a side signal; the % refers to the signal ratio; also: potency is read from the fitted curve at half-maximal effect; % is scaled to controls: 0 for no effect and ±100 for the full control effect
#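 S3 HeLa cells stably expressing lamin A-EGFP splicing minigene plus DsRed2, 600 cells/well, 48 h compound exposure at 37C. Laser-scanning cytometry; analysed as GFP (500-530 nm)/RFP (575-640 nm) total intensity ratio; 0.5% DMSO vehicle.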
# aGal spleen mod = inhibitors or activators of human alpha-galactosidase in spleen homogenate. AID 2107. human spleen homogenate, 4MU-alpha-Gal fluorescence, 40 min. P06280. Potency, µM (top dose mostly 80 µM), inactives show at the highest dose activity change, negative = inhibition, hits mostly inhibitors. 240,000 tested, 0.008% active;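 also: potency is read from the fitted curve at half-maximal effect; 0% = enzyme with vehicle and -100% = no enzyme basal signal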
# Target sequence (P06280 32-429 limits assumed): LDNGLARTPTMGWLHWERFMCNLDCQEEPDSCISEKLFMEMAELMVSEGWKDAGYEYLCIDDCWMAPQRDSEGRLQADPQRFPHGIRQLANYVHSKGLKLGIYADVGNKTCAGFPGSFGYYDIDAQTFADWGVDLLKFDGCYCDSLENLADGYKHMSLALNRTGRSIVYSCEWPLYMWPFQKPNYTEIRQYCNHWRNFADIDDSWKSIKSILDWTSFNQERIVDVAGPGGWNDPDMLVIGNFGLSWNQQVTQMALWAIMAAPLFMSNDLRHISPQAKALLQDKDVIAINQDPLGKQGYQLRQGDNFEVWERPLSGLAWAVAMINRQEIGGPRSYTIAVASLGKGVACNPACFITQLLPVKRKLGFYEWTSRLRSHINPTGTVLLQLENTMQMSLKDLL
#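 qHTS titration in buffer at pH 5.0. Alpha-galactosidase activity in spleen homogenate was measured via 4-methylumbelliferone release from 1 mM fluorogenic substrate after 40 min at 37C and a pH 10 stop. AC50 came from Hill fits of control-normalized data.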
# CBFb RUNX1 block = inhibitors of human CBF-beta and RUNX1 interaction; Q01196+Q13951; AlphaScreen CBFb-His/RUNX1-biotin binding, biochemical; Potency, µM (top dose mostly 59.8 µM), for inactives: at the highest dose activity, negative = inhibition, actives largely listed as inhibitors; 230,000 tested, under 10 active; AID 1477; also: % of control where 0% means no effect
# Target sequence (Q01196 whole entry, looked up): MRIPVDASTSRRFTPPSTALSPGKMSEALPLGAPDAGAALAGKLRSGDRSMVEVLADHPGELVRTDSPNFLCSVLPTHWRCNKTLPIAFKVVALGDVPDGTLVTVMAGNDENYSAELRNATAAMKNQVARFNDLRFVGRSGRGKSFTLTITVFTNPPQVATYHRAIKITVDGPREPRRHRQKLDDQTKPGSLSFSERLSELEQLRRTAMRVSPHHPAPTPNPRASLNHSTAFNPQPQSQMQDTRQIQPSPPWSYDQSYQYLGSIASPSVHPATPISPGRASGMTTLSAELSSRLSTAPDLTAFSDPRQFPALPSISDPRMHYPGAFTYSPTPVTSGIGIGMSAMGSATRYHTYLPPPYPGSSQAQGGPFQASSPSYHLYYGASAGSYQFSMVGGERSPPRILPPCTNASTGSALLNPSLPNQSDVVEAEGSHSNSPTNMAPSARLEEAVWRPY
# Target sequence (Q13951 whole entry, looked up): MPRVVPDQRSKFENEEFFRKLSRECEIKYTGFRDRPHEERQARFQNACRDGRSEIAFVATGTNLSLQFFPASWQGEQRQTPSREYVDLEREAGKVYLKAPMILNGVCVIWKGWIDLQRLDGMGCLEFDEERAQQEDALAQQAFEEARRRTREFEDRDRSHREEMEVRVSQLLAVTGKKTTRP
#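 His-tagged CBF-beta and biotinylated RUNX1 (30 nM each) were premixed 20 min at room temperature, exposed to compound for 15 min, then given nickel-chelate and streptavidin AlphaScreen beads (50 ng each). After 90 min, AlphaScreen signal was read.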
# NPSR antag = blocks cAMP signaling of the human neuropeptide S receptor | CHO-NPSR cells, cAMP TR-FRET, antagonist mode | Potency, µM (doses to about 38.3 µM), for the others: at the top dose activity change, negative = inhibition, most hits filed as inhibitors | 220,000 tested, 1% active | Q6W5P4; also: potency is read from the fitted curve at half-maximal effect; % is scaled to controls: 0 for no effect and ±100 for the full control effect; nearly all actives have a fitted effect of over 50% in size; many of its hits are not listed in these tables
# Epigenetic derep = regulators of epigenetic silencing causing reporter derepression in mouse cells. 280,000 tested, 0.2% active. AID 1865. Potency, µM (highest dose often 53.9 µM), inactives show at the highest dose GFP activation, most hits filed as activators. murine LDR cells, GFP reporter derepression, 30 h; also: potency is read from the fitted curve at half-maximal effect; % of control where 0% means no effect; nearly all actives have a fitted effect of over 60% in size
#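 Murine LDR cells bearing a silenced CMV-driven GFP reporter were exposed to compound for 30 h at 37 C. After PBS washes, GFP-positive cells (20-120 um objects) counted by laser-scanning microplate cytometry.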
# Numbers without * were called inactive; ? = inconclusive; / = not tested or not shown; [ ] = dose if it differs, or a comment. Unless noted, calls follow the shape of the dose curve; as a rule, active = well fitted curve in the direction sought with a large enough effect; inconclusive = small, poorly fitted or top-dose-only effect, or another doubt; inactive = no such curve, though single readings can be large; an effect the other way counts as inactive or inconclusive. Only part of the results is shown, so the mix of outcomes need not match the whole.
# Below each SMILES: KinaseGlo FLuc	IMPase Li inh	Lamin A splicing	aGal spleen mod	CBFb RUNX1 block	NPSR antag	Epigenetic derep
- CCOC(=O)c1nn(-c2ccccc2)c(=O)c2c(NC(C)=O)scc12
    2%	-6%	4%[9.22 µM]	2%	0%	-22%	1.0%
- O=C(c1cccnc1)N1CCN(C(=O)c2ccco2)CC1
    3%	3%	-3%	4%	2%	2%[46.1 µM]	0.0%
- O=c1oc2cc(OCc3ccc([N+](=O)[O-])cc3)ccc2c2c1CCCC2
    3%	44%[activator][38.3 µM]	-6%	0%	12%	-17%[46.1 µM]	1.5%
- COc1ccc(NC(=O)c2oc3cc(C)c(C)cc3c2C)c(OC)c1
    0%	-9%	-14%	-3%	0%	-5%[46.1 µM]	1.0%
- COCc1cc(CN2CCCC(C(=O)c3cccc(C(F)(F)F)c3)C2)ccc1OC (stereo not given)
    1%	15%	/	-13%	15%	53%	2.2%
- CC(C)(C)CC(C)(C)c1ccc(O)c(CN2CCN(CCC#N)CC2)c1
    -5%	35%[38.3 µM]	?	-4%	0%	-22%[46.1 µM]	-1.4%
- CCOc1ccccc1N(CC(=O)Nc1ccccc1C(=O)OC)S(C)(=O)=O
    -6%	10%[38.3 µM]	5%	-6%	2%	-11%[46.1 µM]	-0.2%
- C/C(=N\NC(=O)COc1ccccc1-c1ccccc1)c1ccccn1
    2%	32%[activator]	?	-4%	?	7.9µM*	?
- O=C1CC(C(=O)O)S/C(=N\NC(=O)c2ccc(F)cc2)N1 (stereo not given)
    -1%	0%	6%	-15%	19%	14%	0.0%
- O=C(CSc1nc(-c2ccco2)cc(C(F)(F)F)n1)NCCc1ccccc1
    0%	27%[38.3 µM]	-4%	-2%	6%	-22%[46.1 µM]	0.0%
- CCOC(=O)C1=C(C)OC(N)=C(C#N)C1c1cc(OC)c2c(c1)OCO2 (stereo not given)
    1%	-3%[38.3 µM]	3%	4%	-4%	-16%[46.1 µM]	0.0%
- Cc1c(Cl)cccc1NC(=S)NCCN1CCOCC1
    0%	0%	2%	-13%	-1%	11%	-3.0%
- COc1ccccc1CC(NC(C)=O)C(=O)N1CCN(C(=O)Nc2ccccc2Cl)CC1 (stereo not given)
    -1%	6%[38.3 µM]	8%	4%	0%	2%[46.1 µM]	0.2%
- NS(=O)(=O)c1cccc(NC(=O)COC(=O)CCSc2ccccc2)c1
    -1%	-2%	4%	-5%	-7%	5%	-1.8%
- O=c1c2c(n3cnnc3n1-c1ccccc1)-c1ccccc1CC21CCCC1
    7%	-1%	-10%	-7%	-10%	-2%	-1.1%
- Cc1ccc(OCCNC(=O)c2cc(C(=O)NCCOc3ccc(C)cc3)cc([N+](=O)[O-])c2)cc1
    4%	-7%	?	14%	4%	-20%	1.1%
- Nc1c(Cl)ncnc1NCC(O)CO (stereo not given)
    /	/	/	7%	0%	-30%	3.0%
- NC(=O)N=Nc1c(O)[nH]c2c(Br)cc(Br)cc12
    -1%	-3%	/	-4%	?	-14%	-2.0%
- CC(=O)Nc1cc(C(=O)O)ccc1S(=O)(=O)c1ccc(C)cc1
    -1%	-6%[38.3 µM]	9%	4%	5%	7%[46.1 µM]	-0.9%
- O=C(Cn1nnc(N2CCCCC2)n1)c1ccc(Cl)c(Cl)c1
    /	/	/	-4%	-6%	4%	-2.0%
- N#Cc1nc(Cc2ccccc2)oc1NCc1cccnc1
    2%	7%	-7%	3%	-4%	2%[46.1 µM]	-0.8%
- C/C(=N\NC(=O)COc1ccccc1-c1ccccc1)c1cccnc1
    4%	27%	-21%[46 µM]	-5%	-5%	-17%	4.3%
- COc1ccc(NS(=O)(=O)c2ccc(OC)c(NC(=O)CCC3CCCCC3)c2)cc1
    4%	-4%	?	2%	-1%	-19%	-2.6%
- O=C(C1CCCCN1S(=O)(=O)c1ccccc1)N1CCN(C(c2ccccc2)c2ccccc2)CC1 (stereo not given)
    0%	-1%[38.3 µM]	?	-2%	-13%	?	4.6%
- Cc1cccc(-c2nc3sc(C)cc3c(=O)o2)c1
    -3%	9%	?	4%	16%	19%	6.2%
- COc1cc(-c2coc3cc(O[C@H]4OC(CO)C(O)C(O)C4O)c(OC)c(O)c3c2=O)cc(O)c1OC (stereo not given in full)
    1%	1%	/	2%	6%	/	-0.5%
- CCC(=O)C(C(=O)OC)[C@H](CCc1ccccc1)NC(=O)OC (stereo not given in full)
    1%	12%	/	-7%	0%	/	-1.1%
- O=C(NCc1cccs1)c1ccncc1
    4%	-3%	-4%	-1%	10%	-13%[46.1 µM]	1.4%
- CCOC(=O)C1CCN(c2c(NCc3ccc(N(C)C)cc3)c(=O)c2=O)CC1
    /	/	/	4%	-5%	-3%	4.5%
- O=C(Cc1cccc2ccccc12)N/N=C/c1ccc(O)c([N+](=O)[O-])c1
    0%	20%	?	4%	-1%	33%	0.0%

# Marked active in NPSR antag, among the entries above:
SMILES	IMPase Li inh	Lamin A splicing	CBFb RUNX1 block	NPSR antag	Epigenetic derep
C/C(=N\NC(=O)COc1ccccc1-c1ccccc1)c1ccccn1	32%[activator]	?	?	7.9µM*	?

# Next records follow.
# Below each SMILES: KinaseGlo FLuc	IMPase Li inh	Lamin A splicing	aGal spleen mod	CBFb RUNX1 block	NPSR antag	Epigenetic derep
- Cc1cccc(OCC(=O)N/N=C/c2sc(=O)n(Cc3cccc(C(=O)O)c3)c2Cl)c1
    /	/	/	4%	-3%	23%	-0.3%
- O=c1cc(-c2ccccc2)nc2nc(-c3ccccc3)[nH]n12
    7%	-7%	-13%	0%	7%	-13%[46.1 µM]	-2.3%
- COc1ccc(C2C(C(=O)c3ccco3)=C(O)C(=O)N2CC2CCCO2)cc1 (stereo not given)
    -1%	11%	11%[46 µM]	2%	0%	-16%	-1.1%
- COc1ccc(S(=O)(=O)N(Cc2nc3ccccc3c(=O)[nH]2)C2CCCC2)cc1
    1%	29%[38.3 µM]	-1%	2%	6%	-20%[46.1 µM]	0.0%
- O=S(Cc1ccc(Br)cc1)Cc1nnc(SCc2c(F)cccc2Cl)n1-c1ccccc1 (stereo not given)
    13%	19%	?	-1%	-9%	-37%	0.2%
- O=C(CC(Cc1ccccc1)c1ccco1)NC1CCCCC1 (stereo not given)
    1%	22%[38.3 µM]	-11%	3%	1%	-10%[46.1 µM]	-1.4%
- CCOC(=O)c1oc2ccccc2c1NC(=O)c1cccc(OC)c1OC
    4%	51%[activator][38.3 µM]	?	9%	?	-21%[46.1 µM]	0.9%
- COc1cc(OC)cc(C(=O)Nc2nc3ccccc3[nH]2)c1
    -9%	0%[38.3 µM]	?	-5%	0%	-16%[46.1 µM]	0.0%
- CC(C)Cc1c2c([nH]c(=S)c1C#N)CCCC2
    -2%	?	?	7%	6%	-20%	-5.6%
- CCOC(=O)c1[nH]c(C)c(C(=O)N2CCc3c([nH]c4ccccc34)C2c2ccccn2)c1C (stereo not given)
    2%	14%	/	7%	-5%	?	4.7%
- CSC1=NCCN1C(=O)Cc1cccs1
    -1%	-22%[38.3 µM]	4%	-2%	-7%	-5%[46.1 µM]	0.0%
- CCOC(=O)CC(=O)CSC1=C(C#N)C(c2ccccc2OC)CC(=O)N1 (stereo not given)
    -3%	32%[38.3 µM]	6%	4%	-10%	-14%[46.1 µM]	2.9%
- CC(=O)Oc1cccc(N2C(=O)C3CC=CCC3C2=O)c1 (stereo not given)
    -5%	21%[38.3 µM]	-3%	7%	5%	-3%[46.1 µM]	-3.9%
- COc1cc(C(NC=O)C(=O)Nc2c(C)cccc2C)ccc1O (stereo not given)
    /	/	/	-9%	7%	-7%	0.5%
- CC1=CC(C)(C)N(C(=O)CN2C(=O)CCC2=O)c2ccc(C)cc21
    2%	7%	/	-3%	-1%	2%	2.5%
- COCCCNC(=O)CN1C(=O)/C(=C/c2ccccc2)Sc2ccccc21
    /	/	/	1%	11%	-23%	0.2%
- CC(C)Cn1c(SCC(=O)NCc2ccco2)nnc1-c1ccncc1
    -1%	2%	5%[46 µM]	-4%	4%	-1%	1.1%
- CN(C)CC(=O)Nc1ccc(S(N)(=O)=O)cc1
    1%	-11%[38.3 µM]	5%	-7%	1%	-8%[46.1 µM]	-3.3%
- CS(=O)(=O)N(CC(=O)Nc1ccc(S(=O)(=O)N2CCCC2)cc1)c1ccccc1F
    -1%	4%	-7%	-19%	-4%	6%	0.0%
- O=C(O)CN1C(=O)CSc2ccccc21
    -3%	2%[38.3 µM]	0%	-1%	4%	-2%[46.1 µM]	-1.2%
- CC(C)[C@H](NC(=O)c1cccc(S(=O)(=O)N2CCOCC2)c1)C(=O)Nc1nccs1
    -3%	-3%	/	-3%	3%	-12%	-5.5%
- CC(=O)NCC(=O)OCC(=O)c1ccc2ccccc2c1
    19%	11%[38.3 µM]	6%	-3%	6%	-1%[46.1 µM]	0.0%
- COc1cc(/C=C(\C#N)C(=O)NCCc2ccccc2)cc(OC)c1O
    /	5%	/	-6%	5%	-21%	-0.3%
- O=C(CSc1nnc(-c2cccs2)n1Cc1ccccc1)NCc1ccc2c(c1)OCO2
    0%	31%[activator][38.3 µM]	9%	-14%	-3%	-23%[46.1 µM]	11%
- Cc1ccc(CNC(=O)CCc2nc(-c3cccs3)no2)cc1
    0%	14%[38.3 µM]	-2%	3%	3%	-3%[46.1 µM]	-1.3%
- O=C(c1ccc(Cl)cc1)c1c[nH]c(C(=O)NNc2ccccc2)c1
    2%	2%	?	-7%	1%	2%	-6.2%
- CCOC(=O)c1oc2ccccc2c1NC(=O)c1ccccc1OC
    2%	0%[38.3 µM]	?	-12%	20%	-14%[46.1 µM]	-1.1%
- Cc1ccc(NC(=O)CSc2n[nH]c(-c3ccco3)n2)cc1
    -1%	0%	/	3%	-6%	20%	-0.1%
- CCCCN(C(=O)NC(=O)Nc1c(C)cc(C)cc1C)S(C)(=O)=O
    -3%	17%[38.3 µM]	6%	-3%	4%	-6%[46.1 µM]	-1.0%
- O=C(NCc1ccncc1)c1cc(F)c(F)cc1Cl
    0%	1%	6%[46 µM]	8%	-1%	11%	2.8%

# By substructure, the compounds so far with a CF3 group (two)
# Below each SMILES: KinaseGlo FLuc	IMPase Li inh	Lamin A splicing	aGal spleen mod	CBFb RUNX1 block	NPSR antag	Epigenetic derep
- COCc1cc(CN2CCCC(C(=O)c3cccc(C(F)(F)F)c3)C2)ccc1OC (stereo not given)
    1%	15%	/	-13%	15%	53%	2.2%
- O=C(CSc1nc(-c2ccco2)cc(C(F)(F)F)n1)NCCc1ccccc1
    0%	27%[38.3 µM]	-4%	-2%	6%	-22%[46.1 µM]	0.0%

# Assay outcomes deposited in PubChem by National Center for Advancing Translational Sciences (NCATS).
